From PubChem
LmPK inh: inhibitors of Leishmania mexicana pyruvate kinase; purified LmPK, Kinase-Glo ATP luminescence, 1 h; Potency, µM (series often up to 57.5 µM), without a hit: at the top dose activity change, negative = inhibition, hits mostly inhibitors; 290,000 compounds, 0.37% hits; Q27686; note: potency is the fitted concentration of half-maximal effect
Target sequence (Q27686 whole entry, looked up): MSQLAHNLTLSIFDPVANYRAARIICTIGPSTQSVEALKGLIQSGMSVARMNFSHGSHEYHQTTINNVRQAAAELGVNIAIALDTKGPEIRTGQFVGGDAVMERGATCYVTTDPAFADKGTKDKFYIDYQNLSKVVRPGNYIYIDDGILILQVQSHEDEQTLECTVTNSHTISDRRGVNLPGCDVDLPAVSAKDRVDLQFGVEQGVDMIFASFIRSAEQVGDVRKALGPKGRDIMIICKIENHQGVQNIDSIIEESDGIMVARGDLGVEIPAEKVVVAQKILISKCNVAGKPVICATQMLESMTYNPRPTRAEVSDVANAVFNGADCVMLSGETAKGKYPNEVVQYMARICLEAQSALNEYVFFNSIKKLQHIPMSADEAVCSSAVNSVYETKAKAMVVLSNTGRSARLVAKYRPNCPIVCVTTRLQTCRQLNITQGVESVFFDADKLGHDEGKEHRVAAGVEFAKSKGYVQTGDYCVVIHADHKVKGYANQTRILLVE
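Screened at intermediate enzyme activity to detect both inhibitors and activators: LmPK at 0.1 nM, with a 0.5 nM enzyme column as activation reference. PEP 0.5 mM, ADP 0.1 mM; ATP detected by luminescence after 1 h.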
AMA1-RON2 inh: AMA1-RON2 (P. falciparum) interaction inhibition; AID 720542; Potency, µM (highest dose often 58.2 µM), without a hit: at the highest dose activity change, negative = inhibition, most hits filed as inhibitors; 360,000 compounds, 0.2% hits; AlphaScreen AMA1-biotinylated RON2 peptide binding;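 note: potency is the fitted concentration of half-maximal effect; 0% = vehicle wells and -100% = peptide control; nearly all actives have a fitted effect of over 45% in size; some results filed as inactive show a strong effect at the top dose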
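AMA1 (3D7) with his tag at 25 nM final met compounds first, then biotinylated RON2 peptide at 25 nM; detection used donor plus acceptor beads, 10 µg/mL apiece, read by AlphaScreen after 30 min at room temperature.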
Tb PYK inh: T. brucei pyruvate kinase inhibition; TbPYK enzyme, Kinase-Glo Plus ATP luminescence, 45 min; 410,000 compounds, 0.12% hits; Q57TT1; Potency, µM (doses to about 76.8 µM), for inactives: at the highest dose activity, negative = inhibition, hits mostly inhibitors; note: potency is the fitted concentration of half-maximal effect; nearly all actives have a fitted effect of over 50% in size
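Luminescence from Kinase-Glo Plus, added after a 45-minute room-temperature reaction, served as the end-point read-out. The enzyme and substrate were preincubated with compound before ADP (130 uM final) initiated turnover. Concentration-effect curves came from normalized qHTS data.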
AmpC detergent: AmpC beta-lactamase inhibition with detergent present | P00811 | AmpC hydrolysis of nitrocefin, absorbance 480 nm, 0.01% Triton | Potency, µM (top dose mostly 114 µM), for inactives: at the top dose activity change, negative = inhibition, actives largely listed as inhibitors | 370,000 compounds, 0.041% hits | AID 485294;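 note: potency is the fitted concentration of half-maximal effect; 0% = no-compound wells and -100% = no-enzyme wells; nearly all actives have a fitted effect of over 25% in size; some results filed as inactive show a strong effect at the top dose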
Target sequence (P00811 whole entry, looked up): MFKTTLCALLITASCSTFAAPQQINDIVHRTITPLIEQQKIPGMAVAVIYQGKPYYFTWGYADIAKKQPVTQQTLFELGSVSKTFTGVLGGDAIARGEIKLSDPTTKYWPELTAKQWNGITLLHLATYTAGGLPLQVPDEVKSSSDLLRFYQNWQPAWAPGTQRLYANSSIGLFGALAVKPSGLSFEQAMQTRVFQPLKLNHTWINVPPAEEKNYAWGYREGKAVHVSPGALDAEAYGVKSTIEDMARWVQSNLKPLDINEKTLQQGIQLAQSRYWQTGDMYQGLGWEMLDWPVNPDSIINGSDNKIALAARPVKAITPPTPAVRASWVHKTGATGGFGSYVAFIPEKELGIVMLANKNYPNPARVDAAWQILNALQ
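AmpC (5.3 nM in the dispensed reagent) in 20 mM phosphate pH 7.0 with 0.01% (detergent screen) or 0.0001% Triton X-100 was preincubated with compounds for 15 min at room temperature. Nitrocefin was then added from an 800 uM solution, and hydrolysis was followed at 480 nm.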
AmpC no deterg: inhibitors of E. coli AmpC beta-lactamase without detergent; P00811; AmpC nitrocefin hydrolysis, absorbance 480 nm, 0.0001% Triton; Potency, µM (top dose mostly 57.1 µM), without a hit: at the highest dose activity change, negative = inhibition, actives largely listed as inhibitors; 330,000 compounds, 0.52% hits; AID 485341;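 note: potency is the fitted concentration of half-maximal effect; plate controls were no compound for no effect and no enzyme for full effect; nearly all actives have a fitted effect of over 20% in size; some results filed as inactive show a strong effect at the top dose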
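AmpC (5.3 nM in the dispensed reagent) in 20 mM phosphate pH 7.0 with 0.01% (detergent screen) or 0.0001% Triton X-100 was preincubated with compounds for 15 min at room temperature. Nitrocefin was then added from an 800 uM solution, and hydrolysis was followed at 480 nm.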
HCMV inh: human cytomegalovirus inhibition; 410,000 compounds, 4.5% hits; activity change, negative = inhibition, % at 57.5 µM; AID 1259415; HFF cells, HCMV-luciferase reporter, 72 h; stronger effect = lower value; in the data active = activity change below about -60%; inconclusive = no clear call, values can overlap the other calls; inactive = above about -39%
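Steps: HFFs plated, 16 h 37C; compounds added; HCMV-luciferase added to MOI 1 PFU/cell; 72 h 37C; OneGlo reagent, 5 min room temperature; luminescence read, normalized to controls.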
Sm TGR inh: inhibitors of Schistosoma mansoni thioredoxin glutathione reductase. 360,000 compounds, 3% hits. Q962Y6. Potency, µM (highest dose often 114 µM), for inactives: at the highest dose activity change, negative = inhibition, most hits filed as inhibitors. AID 485364. purified TGR, DTNB reduction, TNB absorbance 405 nm; note: potency is the fitted concentration of half-maximal effect; nearly all actives have a fitted effect of over 60% in size
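TGR 20 nM + NADPH 100 uM (dispensed conc.), cpd preinc 15 min RT; start with NADPH (500 uM addition) then DTNB (15 mM addition). Kinetic TNB absorbance, 405 nm filter. Four-parameter Hill fit across titration.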
Starred values were filed as active, the others as inactive; ? = inconclusive; . = no result given; & = joins results of further samples. Unless noted, calls come from the whole dose curve; as a rule, active = well fitted curve in the direction sought with a large enough effect; inconclusive = small, poorly fitted or top-dose-only effect, or another doubt; inactive = no such curve, though single readings can be large; an effect the other way counts as inactive or inconclusive. Unless noted, % is set by controls: 0 for no effect and ±100 for the full control effect.

Field names: A = LmPK inh; B = AMA1-RON2 inh; C = Tb PYK inh; D = AmpC detergent; E = AmpC no deterg; F = HCMV inh; G = Sm TGR inh
> CC1CCN(c2nc3ccccn3c(=O)c2C=O)CC1
  A: 4.6% | B: 8.3% | C: -22.3% | D: 1.4% | E: -14.8% | F: -35.8 | G: 11.7%
> Cc1ccc(C)c(CN2C(=O)NC3(CCCCCC3)C2=O)c1
  A: -8.0% | B: -4.8% | C: -5.9% | D: 4.5% | E: -14.0% | F: -8.2 | G: 7.8%
> CC/C(C)=N/NS(=O)(=O)c1ccc(C)c([N+](=O)[O-])c1
  A: 3.3% | B: -12.0% | C: -8.8% | D: 3.1% | E: -40.5% | F: -7.7 | G: 0.0%
> CCOc1ccc2nc(NC(=O)CSc3ccccc3)sc2c1
  A: 4.9% | B: -16.6% | C: -6.9% | D: -9.1% | E: -34.8% | F: 23.4 | G: -13.2%
> CCCNC(=O)c1ccc(N2CCC3(CC2)CC(c2ccccc2)=NO3)c([N+](=O)[O-])c1
  A: 5.2% | B: -7.2% | C: 0.9% | D: 3.4% | E: -26.1% | F: -16.2 | G: -1.4%
> C#CCNCCS(=O)(=O)N(Cc1ccc(Br)cc1)[C@@H](C)C(=O)O
  A: . | B: 5.6% | C: -2.9% | D: . | E: -17.6% | F: 0.1 | G: .
> CCN1CCN(c2c(S(=O)(=O)c3ccc(OC)cc3)cnc3cc(OC)c(OC)cc23)CC1
  A: . | B: . | C: 5.4% | D: -8.8% | E: . | F: -38.7 | G: 3.7%
> CSc1nsc(SC)c1CO
  A: -0.8% | B: -3.7% | C: 0.4% | D: 1.7% | E: -16.1% | F: 16.1 | G: 5.0%
> Cn1c(=O)[nH]c(=O)c2c1nc(N1CCN(C(=O)c3ccco3)CC1)n2CCCSc1ncccn1
  A: . | B: -3.1% | C: -4.2% | D: . | E: . | F: -16.1 | G: .
> Cc1ccc(-n2nc(C(=O)c3ccccc3)n3c(=O)cc(-c4ccccc4)nc23)cc1
  A: 0.9% | B: -4.3% | C: 3.2% | D: -5.9% | E: -20.8% | F: -32.5 | G: 3.5%
> CCOC(=O)Cn1c(=O)n(CC2CCCO2)c2nc(-c3ccc(C)cc3)nc(C(N)=O)c21 (stereo not given)
  A: . | B: . | C: 10.4% | D: 4.5% | E: . | F: 4.4 | G: -1.7%
> CCCCNS(=O)(=O)c1ccc2nc(-c3cccnc3)cc(C(=O)NCCOC)c2c1
  A: 3.5% | B: 2.8% | C: -2.1%&1.7% | D: 2.3%&3.0% | E: 49.7% | F: -30.1&10.7 | G: -3.7%&14.2%
> CCN(CC)C(=O)C1CCN(S(=O)(=O)c2ccc(-n3cnnn3)cc2)CC1
  A: 4.5% | B: -16.7% | C: 2.5% | D: 7.9% | E: -11.0% | F: 2.4 | G: 4.0%
> O=C1C[C@@H]2c3c(cccc3CN1Cc1ccc(Cl)cc1)C[C@@H](O)[C@H]2O
  A: . | B: 4.5% | C: -1.5% | D: . | E: . | F: -2.7 | G: .
> Cc1cn2c(-c3cccnc3)nnc2s1
  A: -0.1% | B: -12.6% | C: 6.6% | D: ? | E: -11.4% | F: -8.4 | G: -10.4%
> Cc1cccc(Cn2c(CN3CCCC(C)C3)nc3c2c(=O)n(C)c(=O)n3C)c1 (stereo not given)
  A: . | B: . | C: 2.6% | D: -1.2% | E: . | F: 1.7 | G: 5.4%
> O=C(NCc1ccco1)C1CCN(S(=O)(=O)N2CCOCC2)CC1
  A: -4.6% | B: 0.3% | C: -14.1% | D: -3.9% | E: -17.2% | F: 1.3 | G: 50.1µM*
> CCC1COCCS(=O)(=O)N1Cc1ccccc1F (stereo not given)
  A: -8.1% | B: 0.0% | C: -2.7% | D: ? | E: -4.9% | F: -4.7 | G: 4.4%
> Cc1ccc(Cn2c(SCC(=O)Nc3cc(C)on3)nc3ccccc3c2=O)cc1
  A: 4.6% | B: 12.3% | C: 1.8% | D: 7.4% | E: -32.5% | F: 14.4 | G: 5.2%
> O=c1c2c(-c3cccs3)csc2ncn1-n1cccc1
  A: 5.1% | B: -10.6% | C: 9.3% | D: -7.8% | E: -34.2% | F: 42.4 | G: -20.6%
> Cc1nc(-c2cccc(NC(=O)c3cccs3)c2)cs1
  A: 1.5% | B: 25.3% | C: 2.3% | D: -11.9% | E: -29.1% | F: 18.8 | G: 0.1%
> CC1CCCCN1C(=O)CSc1nnc(-c2c[nH]c3ccccc23)o1 (stereo not given)
  A: 4.2% | B: -7.9% | C: 1.0% | D: 6.2% | E: 2.8% | F: ? | G: 3.7%
> COc1ccc(OC)c(NC(=O)CSc2nc(-c3ccccc3)cc(=O)[nH]2)c1
  A: -5.7% | B: 0.7% | C: -1.6% | D: -2.8% | E: -23.2% | F: 22.8 | G: 4.2%
> COc1ccc(OC)c(NC(=O)CSc2nnnn2C2CCCC2)c1
  A: -1.4% | B: -6.0% | C: -4.9% | D: -8.7% | E: -3.1% | F: 4.0 | G: -12.9%
> COc1ccc(S(=O)(=O)NCCCO)cc1-c1nnc2c3ccccc3c(C)nn12
  A: . | B: . | C: 3.7% | D: 5.0% | E: . | F: 14.4 | G: -5.4%
> CC1(C(=O)NCC2CC2)Cc2c(-c3ccc4c(c3)OCO4)ccnc2O1 (stereo not given)
  A: . | B: -1.2% | C: -1.4% | D: . | E: . | F: 0.1 | G: .
> Cc1ccc(S(=O)(=O)NNC(=O)/C=C/c2cccc(F)c2)cc1
  A: -2.9% | B: 2.7% | C: -1.5% | D: -3.3% | E: -21.3% | F: -26.4 | G: -17.8%
> O=C1C=C(N(CCO)Cc2ccccc2)c2ccccc2C1=O
  A: -9.1% | B: -1.2% | C: -5.1% | D: -7.2% | E: -43.7% | F: . | G: ?
> CC(=O)Nc1ccc(S(=O)(=O)N2CCN(Cc3cccc([N+](=O)[O-])c3)CC2)cc1
  A: -0.8% | B: ? | C: -10.0% | D: -0.2% | E: -26.6% | F: -23.4 | G: 0.0%
> O=C(CN1C(=O)CSc2ccc(S(=O)(=O)N3CCOCC3)cc21)NCCc1ccccc1
  A: . | B: -3.1% | C: 2.9% | D: . | E: . | F: 9.7 | G: .
> CCNC(=O)CCSc1nnc(-c2ccncc2)o1
  A: 8.3% | B: -3.9% | C: -0.6% | D: 1.3% | E: -9.8% | F: 8.6 | G: 7.4%
> O=C(c1ccccc1)c1cc(-c2ccccn2)c(N2CCOCC2)s1
  A: 1.3% | B: 4.1% | C: 7.2% | D: -4.0% | E: 39.0% | F: 51.3 | G: 1.2%

Copied from the results shown, four compounds:
Field names: A = LmPK inh; B = AMA1-RON2 inh; C = Tb PYK inh; D = AmpC detergent; E = AmpC no deterg; F = HCMV inh; G = Sm TGR inh
> Cc1cccc(Cn2c(CN3CCCC(C)C3)nc3c2c(=O)n(C)c(=O)n3C)c1 (stereo not given)
  A: . | B: . | C: 2.6% | D: -1.2% | E: . | F: 1.7 | G: 5.4%
> O=C(NCc1ccco1)C1CCN(S(=O)(=O)N2CCOCC2)CC1
  A: -4.6% | B: 0.3% | C: -14.1% | D: -3.9% | E: -17.2% | F: 1.3 | G: 50.1µM*
> CCC1COCCS(=O)(=O)N1Cc1ccccc1F (stereo not given)
  A: -8.1% | B: 0.0% | C: -2.7% | D: ? | E: -4.9% | F: -4.7 | G: 4.4%
> Cc1ccc(Cn2c(SCC(=O)Nc3cc(C)on3)nc3ccccc3c2=O)cc1
  A: 4.6% | B: 12.3% | C: 1.8% | D: 7.4% | E: -32.5% | F: 14.4 | G: 5.2%

Given with each value named: 4 of the compounds above
COc1ccc(OC)c(NC(=O)CSc2nc(-c3ccccc3)cc(=O)[nH]2)c1
  LmPK inh: -5.7%
  AMA1-RON2 inh: 0.7%
  Tb PYK inh: -1.6%
  AmpC detergent: -2.8%
  AmpC no deterg: -23.2%
  HCMV inh: 22.8
  Sm TGR inh: 4.2%

COc1ccc(OC)c(NC(=O)CSc2nnnn2C2CCCC2)c1
  LmPK inh: -1.4%
  AMA1-RON2 inh: -6.0%
  Tb PYK inh: -4.9%
  AmpC detergent: -8.7%
  AmpC no deterg: -3.1%
  HCMV inh: 4.0
  Sm TGR inh: -12.9%

COc1ccc(S(=O)(=O)NCCCO)cc1-c1nnc2c3ccccc3c(C)nn12
  LmPK inh: .
  AMA1-RON2 inh: .
  Tb PYK inh: 3.7%
  AmpC detergent: 5.0%
  AmpC no deterg: .
  HCMV inh: 14.4
  Sm TGR inh: -5.4%

CC1(C(=O)NCC2CC2)Cc2c(-c3ccc4c(c3)OCO4)ccnc2O1 (stereo not given)
  LmPK inh: .
  AMA1-RON2 inh: -1.2%
  Tb PYK inh: -1.4%
  AmpC detergent: .
  AmpC no deterg: .
  HCMV inh: 0.1
  Sm TGR inh: .
